Assay outcomes from PubChem.
BAZ2B block – inhibitors of human BAZ2B bromodomain; AlphaScreen BAZ2B-H3K14Ac peptide displacement; hit rate 4.4% among 360,000; Q9UIF8; Potency, µM (top dose mostly 114 µM), for the others: at the top dose activity change, negative = inhibition, usual class: inhibitors; note: % is set by controls: 0 for no effect and ±100 for the full control effect; nearly all actives have a fitted effect of over 60% in size
Target sequence (Q9UIF8 whole entry, looked up): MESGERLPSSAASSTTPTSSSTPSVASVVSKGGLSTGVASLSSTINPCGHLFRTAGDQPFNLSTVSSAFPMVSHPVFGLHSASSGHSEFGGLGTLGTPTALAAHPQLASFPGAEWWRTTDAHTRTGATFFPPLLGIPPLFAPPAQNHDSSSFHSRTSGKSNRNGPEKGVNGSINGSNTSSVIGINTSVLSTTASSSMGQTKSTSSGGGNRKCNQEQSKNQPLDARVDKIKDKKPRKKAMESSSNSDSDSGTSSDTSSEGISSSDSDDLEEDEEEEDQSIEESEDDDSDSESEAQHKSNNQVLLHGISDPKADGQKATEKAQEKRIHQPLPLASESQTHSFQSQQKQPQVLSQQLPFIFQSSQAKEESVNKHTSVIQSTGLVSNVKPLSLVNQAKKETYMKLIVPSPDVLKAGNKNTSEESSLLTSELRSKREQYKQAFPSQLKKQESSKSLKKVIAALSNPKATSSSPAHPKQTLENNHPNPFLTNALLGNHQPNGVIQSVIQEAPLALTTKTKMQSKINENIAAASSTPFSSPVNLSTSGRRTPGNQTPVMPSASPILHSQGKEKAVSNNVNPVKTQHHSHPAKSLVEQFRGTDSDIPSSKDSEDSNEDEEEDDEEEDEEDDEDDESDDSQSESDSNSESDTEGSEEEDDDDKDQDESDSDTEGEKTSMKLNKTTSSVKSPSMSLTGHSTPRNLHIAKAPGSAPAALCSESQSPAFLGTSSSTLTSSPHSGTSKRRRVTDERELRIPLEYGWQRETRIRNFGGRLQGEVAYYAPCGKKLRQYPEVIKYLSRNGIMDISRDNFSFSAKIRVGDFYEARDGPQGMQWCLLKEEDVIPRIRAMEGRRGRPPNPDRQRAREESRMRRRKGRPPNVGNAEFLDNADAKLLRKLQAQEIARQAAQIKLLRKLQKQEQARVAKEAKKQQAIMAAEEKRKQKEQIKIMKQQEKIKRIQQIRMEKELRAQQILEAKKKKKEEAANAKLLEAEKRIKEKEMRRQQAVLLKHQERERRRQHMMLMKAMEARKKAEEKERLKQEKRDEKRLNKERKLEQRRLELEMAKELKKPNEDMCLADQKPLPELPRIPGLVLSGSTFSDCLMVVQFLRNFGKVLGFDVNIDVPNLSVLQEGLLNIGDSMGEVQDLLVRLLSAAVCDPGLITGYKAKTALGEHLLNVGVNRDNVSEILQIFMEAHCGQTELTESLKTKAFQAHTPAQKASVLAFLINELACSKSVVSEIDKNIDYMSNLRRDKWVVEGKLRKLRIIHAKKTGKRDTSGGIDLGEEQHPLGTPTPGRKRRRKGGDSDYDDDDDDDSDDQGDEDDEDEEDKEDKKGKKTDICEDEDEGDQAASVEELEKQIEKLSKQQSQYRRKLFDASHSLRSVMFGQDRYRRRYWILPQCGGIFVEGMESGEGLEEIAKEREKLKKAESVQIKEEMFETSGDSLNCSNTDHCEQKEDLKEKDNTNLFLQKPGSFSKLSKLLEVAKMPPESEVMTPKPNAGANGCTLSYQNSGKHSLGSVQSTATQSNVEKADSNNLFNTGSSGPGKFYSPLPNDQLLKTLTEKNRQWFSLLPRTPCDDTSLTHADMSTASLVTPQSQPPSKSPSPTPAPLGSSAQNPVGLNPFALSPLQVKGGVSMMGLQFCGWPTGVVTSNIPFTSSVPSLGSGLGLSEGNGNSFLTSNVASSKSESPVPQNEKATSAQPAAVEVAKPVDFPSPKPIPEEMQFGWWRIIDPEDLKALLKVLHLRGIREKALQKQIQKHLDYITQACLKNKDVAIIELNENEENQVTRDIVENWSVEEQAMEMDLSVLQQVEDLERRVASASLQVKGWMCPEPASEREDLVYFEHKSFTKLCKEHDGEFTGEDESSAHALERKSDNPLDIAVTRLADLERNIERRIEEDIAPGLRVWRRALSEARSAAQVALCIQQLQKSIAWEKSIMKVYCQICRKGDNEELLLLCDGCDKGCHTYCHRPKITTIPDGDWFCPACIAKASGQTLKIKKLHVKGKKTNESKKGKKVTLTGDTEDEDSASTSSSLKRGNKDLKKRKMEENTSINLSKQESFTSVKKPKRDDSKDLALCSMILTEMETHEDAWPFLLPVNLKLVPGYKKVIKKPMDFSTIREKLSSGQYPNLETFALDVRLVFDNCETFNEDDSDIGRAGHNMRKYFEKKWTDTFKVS
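Protein-peptide AlphaScreen: BAZ2B 50 nM, b-H3K14Ac 50 nM, 1x PBS pH 7.4 + 0.01% Tween-20. Preincubation 30 min RT; cpd 30 min RT (top 110 uM); beads 20 min RT, light-protected.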
POLH inh – blocks human DNA polymerase eta activity; Q9Y253; recombinant Pol eta, fluorescent DNA replication assay; Potency, µM (doses to about 114 µM), without a hit: top-dose activity change, negative = inhibition, most hits filed as inhibitors; hit rate 1.2% among 390,000; AID 588591; note: % is set by controls: 0 for no effect and ±100 for the full control effect
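Pol eta at 10 nM preincubated with compounds 15 min at room temperature; reaction started with fluorescent substrate (50 nM final) and read kinetically at 0 and 10 min.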
POLB inh – inhibitors of human DNA polymerase beta; Potency, µM (highest dose often 114 µM), for inactives: at the highest dose activity change, negative = inhibition, most hits filed as inhibitors; AID 485314; Pol beta primer extension/strand displacement, fluorescence kinetic; P06746; hit rate 1.3% among 340,000; note: % is set by controls: 0 for no effect and ±100 for the full control effect
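10 nM enzyme + cpd, 15 min RT; start with substrate 50 nM final; read 0 min and after 10 min RT. Corrected, normalized data; 4-parameter Hill curve fit.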
G9a block – inhibitors of human histone lysine methyltransferase G9a | Potency, µM (top dose mostly 102 µM), without a hit: at the top dose activity, negative = inhibition, hits mostly inhibitors | hit rate 8.8% among 350,000 | G9a H3K9 monomethylation, AlphaScreen, 2 h | AID 504332 | Q96KQ7; note: % is set by controls: 0 for no effect and ±100 for the full control effect; nearly all actives have a fitted effect of over 75% in size
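Signal arises when biotinylated H3K9 peptide, once monomethylated, bridges streptavidin donor and antibody-captured acceptor beads. Enzyme at 20 nM was preincubated 15 min with test compounds; peptide 500 nM and SAM 20 uM then reacted for 2 h.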
BLM inh – blocks DNA unwinding by human BLM helicase. P54132. recombinant BLM DNA unwinding, fluorescence dequenching. Potency, µM (highest dose often 56.1 µM), for inactives: top-dose activity change, negative = inhibition, actives largely listed as inhibitors. hit rate 0.2% among 350,000;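 note: plate controls were vehicle for no effect and no enzyme for full effect; nearly all actives have a fitted effect of over 35% in size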
Pol kappa inh – inhibitors of human DNA polymerase kappa; purified Pol kappa, fluorescent DNA synthesis assay, 10 min; Potency, µM (top dose mostly 107 µM), inactives show at the highest dose activity, negative = inhibition, most hits filed as inhibitors; Q9UBT6; hit rate 0.53% among 400,000; note: % is set by controls: 0 for no effect and ±100 for the full control effect
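Inhibition of 10 nM Pol kappa is measured by a fluorescent read-out at 0 and 10 min following addition of 50 nM substrate (final), with a 15-min room-temperature compound preincubation.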
Pol iota inh – blocks human DNA polymerase iota activity; Potency, µM (doses to about 115 µM), for the others: at the top dose activity, negative = inhibition, actives largely listed as inhibitors; Pol iota fluorescent replication assay, 10 min; hit rate 1% among 390,000; Q9UNA4
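Pol iota at 10 nM preincubated 15 min with compounds at room temperature; reaction started with fluorescent substrate, 50 nM final. Fluorescence read kinetically at 0 and 10 min; buffer-only wells as negative control.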
JMJD2A Tudor – inhibitors of human JMJD2A Tudor domain | O75164 | AlphaScreen JMJD2A-Tudor / H3K4me3 peptide binding | Potency, µM (highest dose often 114 µM), inactives show top-dose activity change, negative = inhibition, hits mostly inhibitors | hit rate 4.4% among 390,000 | AID 504339; note: % is set by controls: 0 for no effect and ±100 for the full control effect; nearly all actives have a fitted effect of over 50% in size
APE1 inh – APE1 (human) endonuclease inhibition | Potency, µM (doses to about 65.8 µM), without a hit: at the highest dose activity change, negative = inhibition, hits mostly inhibitors | AID 2517 | P27695 | recombinant APE1, TAMRA/BHQ-2 abasic DNA cleavage fluorescence | hit rate 0.35% among 350,000;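 note: plate controls were vehicle for no effect and reference inhibitor for full effect; nearly all actives have a fitted effect of over 55% in size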
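Enzyme (0.75 nM final) and test compound are incubated 15 min at room temperature before adding 50 nM quenched THF abasic-site duplex. Cleavage dequenches TAMRA, followed at 525/598 nm over three reads one minute apart.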
Numbers without * were called inactive; ? = inconclusive; . = not tested or not shown; & = joins results of further samples; [ ] = dose if it differs, or a comment. Calls come from the whole dose curve; as a rule, active = well fitted curve in the direction sought with a large enough effect; inconclusive = small, poorly fitted or top-dose-only effect, or another doubt; inactive = no such curve, though single readings can be large; an effect the other way counts as inactive or inconclusive. Potency is the fitted concentration of half-maximal effect.

compound,BAZ2B block,POLH inh,POLB inh,G9a block,BLM inh,Pol kappa inh,Pol iota inh,JMJD2A Tudor,APE1 inh
NC(=O)CSc1nnc(Cn2cnc3ccccc32)o1,-16%,-4%,2%,3%[59 µM],3%,-8%,5%,-11%,17%
COc1cccc(CN2CCN(Cc3ccccc3C(F)(F)F)CC2)c1,25µM*,-8%,1%,4.5µM*,-1%,-9%,-8%,28µM*,12%
Cc1[nH]c(=S)c(C#N)c(C)c1CC(=O)c1ccc(Br)cc1,-11%,-10%,-2%,15%,-2%,-37%,-8%,-27%,16%
O=C(O)CCCNC1=NCCC1,-3%,-5%,0%,25%,-3%,-1%,-3%,-6%,4%
Cc1cccc(OCC(=O)N/N=C/c2cccn2C)c1,-38%,-7%,0%,?,-1%,-3%,-17%,?,-2%
CC(C)Cc1nnc(NC(=O)C23CC4CC(CC(C4)C2)C3)s1,8%,-18%,?,-5%,-3%,-2%,-25%,2%,-18%
O=Nc1ccc(NOC(=O)c2ccccc2Br)cc1,?,6%,79µM*,-10%[59 µM],-23%,-14%,120%[activator],-31%,6%
c1ccc(-n2ncc3c(N4CCN(c5ccccn5)CC4)nc(N4CCCCC4)nc32)cc1,-29%,.,-27%,-4%[12.7 µM],-1%,.,.,.,2%
CCOC(=O)c1cc(OC(=O)c2ccccc2F)n(-c2ccccc2)n1,2%,-13%,5%,23%[59 µM],-1%,5%,5%,-20%,.
O=C(Nc1ccc2oc(-c3ccncc3)nc2c1)c1ccco1,?,?,?,40µM*,-8%,?,?,-30%,-3%
Cc1ccccc1C(=O)Nc1nc(-c2ccc(Br)cc2)ns1,3%,-2%,24%,-1%[59 µM],-6%,9%,8%,14%,.
CCn1ncc(C2=NOC(C(=O)NCCc3ccccc3)C2)c1C (stereo not given),7%,0%,29%,-19%,1%,-8%,17%,-12%,-1%
COCCCNc1nc2ccccc2nc1NS(=O)(=O)c1cc(Cl)ccc1Cl,5%,-17%,3%,-5%[2.33 µM],2%,-6%,-3%,6%,-17%
CC1=CN2CC(O)CN=C2C=C1 (stereo not given),9%,-11%,15%,?,0%,0%,-1%[58.9 µM],-15%,8%
Cc1ccccc1C(C(=O)NC1CCCC1)N(C(=O)CNC(=O)c1ccco1)c1cccnc1 (stereo not given),-21%,.,-28%,-5%,-2%,.,.,.,-4%
CC(C)OP(=O)(OC(C)C)C(NC(=O)c1ccccc1Br)C(N)=O (stereo not given),0%,-11%,-15%,16%,1%,7%,4%,0%,4%
NS(=O)(=O)c1ccc(CCN2C(=O)/C(=C\c3ccc(Cl)cc3)SC2=S)cc1,3%,-3%,38%,5%[59 µM],0%,-6%,-5%,-7%,-3%
CCOc1cc(NC(=O)CCl)c(OCC)cc1NC(=O)CCl,-36%,-4%,1%,?,-8%,7%,17%,-9%,-3%
O=C(NNC(=O)c1ccc[nH]1)c1cc(Cl)cc(Cl)c1,-32%,-17%,18%,.,0%,5%,22%,-7%,5%
Cc1ccc(C)c(Oc2cc(NC(=O)CCCn3nc(C)c([N+](=O)[O-])c3C)cc([N+](=O)[O-])c2)c1,?,-14%,?,-40%,-9%,-18%,18%,-33%,3%
CC(C)(C)NC(=O)NC(=O)COC(=O)Cc1coc2ccc3ccccc3c12,?,-28%,?,?,0%,-12%,147%[activator],-30%,-10%
Cc1ccc(S(=O)(=O)Nc2cccc(C(=O)NCc3ccccn3)c2)cc1F,5%,-16%,.,18%[0.501 µM],.,0%,35%[activator],-18%,12%
CN(C)C(=O)c1ccc(NC(=O)CSc2nnc(-c3ccc4c(c3)OCO4)o2)cc1,3%,-20%,.,-32%,.,0%,32%[activator],-6%,8%
CCCCN(C(=O)CCCc1nc2ccccc2c(=O)[nH]1)c1c(N)n(CC(C)C)c(=O)[nH]c1=O,29%,-5%,.,15%[59 µM],.,6%,3%,-12%,-11%
CCOCCc1nn2c(=O)cc(COC(=O)c3ccccc3NC(=O)c3ccc(C)cc3)nc2s1,3%,-1%,1%,13%[59 µM],-1%,-5%[60.1 µM],0%,-18%,.

An excerpt of these results, with each value named.
Cc1ccc(S(=O)(=O)Nc2cccc(C(=O)NCc3ccccn3)c2)cc1F
  BAZ2B block: 5%
  POLH inh: -16%
  POLB inh: .
  G9a block: 18%[0.501 µM]
  BLM inh: .
  Pol kappa inh: 0%
  Pol iota inh: 35%[activator]
  JMJD2A Tudor: -18%
  APE1 inh: 12%

CN(C)C(=O)c1ccc(NC(=O)CSc2nnc(-c3ccc4c(c3)OCO4)o2)cc1
  BAZ2B block: 3%
  POLH inh: -20%
  POLB inh: .
  G9a block: -32%
  BLM inh: .
  Pol kappa inh: 0%
  Pol iota inh: 32%[activator]
  JMJD2A Tudor: -6%
  APE1 inh: 8%

New compounds follow.
compound,BAZ2B block,POLH inh,POLB inh,G9a block,BLM inh,Pol kappa inh,Pol iota inh,JMJD2A Tudor,APE1 inh
Cc1ccc(S(=O)(=O)Nc2ccc3c(c2)C(=O)N([C@H](C)CO)C[C@H](C)[C@@H](CN(C)C(=O)Nc2ccc(C(F)(F)F)cc2)O3)cc1,.,-14%,.,.,.,-14%,-23%,-21%,-18%
CCc1ccc(C(=O)c2cnc3ccc(C)cc3c2S(=O)(=O)c2ccc(OC)cc2)cc1,?,-20%,2%,?,-13%,-18%,69%[activator],-29%,.
CC(=O)N1CCN2C(=O)C1CCCC(=O)c1cc(C(C)C)ccc12 (stereo not given),0%,-4%,22%,-8%[59 µM],-9%,-3%,-2%,-10%,-4%
O=C(Nc1cccc(-c2ccc(N3CCOCC3)nn2)c1)c1ccc(Cl)cc1,-6%,-21%,.,4%,.,-16%,16%,-5%,11%
O=C(c1ccc(CSc2nc3ccncc3n2Cc2ccc(F)cc2)cc1)N1CCCCCC1,-14%,-16%,?,?,-2%,-15%,2%,-30%,.
C=CCN1C(=O)S/C(=C/c2ccc(Sc3nc4ccccc4[nH]3)o2)C1=O,-2%,-16%,-5%,2µM*,-1%,-7%,-9%,-16%,-2%
COc1cccc(Nc2nnc(SCC(=O)N(CC(C)C)CC(C)C)s2)c1,2%,-17%,4%,?,-7%,-18%,3%,-17%,-7%
Cc1nn(C)c2c1c(C(F)(F)F)cc(=O)n2CC(=O)NCCC(C)C,-2%,-23%,-1%,13%[59 µM],3%,-16%,16%,0%,.
Cc1ccc(C2(C)NC(=O)N(CC(=O)Nc3cc(S(=O)(=O)N4CCCCC4)ccc3OC(C)C)C2=O)cc1 (stereo not given),1%,-26%,.,?,.,-16%,13%,-18%,10%
CCS(=O)(=O)c1nn2c(N)c(/C=C3/C=CC(=O)C(OC)=C3)c(=O)nc2s1,-7%,?,6%,?,0%,-26%,-9%,-20%,0%
COC(=O)CNC(=O)CSc1nnc(-c2ccc(OC)cc2)n1CC(C)C,-3%,-9%,1%,0%,-5%,-4%,-12%,5%,0%
Cc1cccc(NC(=O)Cn2nnc(C(=O)Nc3ccc(F)c(Cl)c3)c2N)c1,-20%,-2%&5%,2%&4%,21%&-8%[59 µM],-3%&-3%,-9%&-8%,?,-5%&-6%,68%[activator]
CCc1cc2c(-c3ccccc3)cc(=O)oc2cc1OC(C)C(=O)NCC1CCC(C(=O)O)CC1 (stereo not given),-4%[57.1 µM],-8%,-1%,7%,1%,16%,-11%,-16%,50%[activator]
O=C(CCc1ccccc1)Nc1c(F)cccc1F,.,-8%,.,.,.,-5%,-1%,-8%,.
S=C(NCCc1ccccc1)NCCc1ccccc1,-7%,?,26%,-1%[59 µM],-2%,-13%,8%,-20%,-6%
O=C(CN1C(=O)c2ccccc2C1=O)NC1CCC(O)CC1 (stereo not given),4%,-4%,.,6%[59 µM],.,1%,36%[activator],-7%,46%[activator]
CC(=O)Nc1ccc(NC(=O)C(C)OC(=O)CNC(=O)c2cccs2)cc1 (stereo not given),3%,-19%,.,-34%,.,0%,25%,-14%,19%
COc1ccc(N(CC(=O)Nc2cc(OC)c(OC)cc2C(=O)O)S(=O)(=O)c2c(C)noc2C)cc1,-1%,2%,15%,15%,3%,2%,20%,-5%,-9%
O=C(c1ccc2ccccc2n1)N1CCN(c2ccccc2Cl)CC1,50µM*,-8%,1%,45µM*,-2%,-10%,11%,-15%,-3%
CC(=O)SCCC(=O)Nc1ccccc1,11%,4%,-1%,?,-3%,3%,-6%[58.9 µM],-15%,12%
COC(C[C@H](O)C[C@@H](O)COCc1ccccc1)OC,0%,-3%,1%,22%[59 µM],-2%,11%,38%[activator],-4%,-2%
COC(=O)/C(=C/c1cccnc1)NC(=O)c1ccccc1,0%,-10%,25%,19%,2%,-7%,15%,-1%,6%
CCOC(=O)C1CCCN(C(=O)c2ccc(Cl)c(S(=O)(=O)N3CCCCC3)c2)C1 (stereo not given),-8%,-6%,30%,-1%,-2%,-5%,29%,-10%,0%
O=C(NC(=S)NNC(=O)[C@H]1C[C@@H]1c1ccccc1)c1cccc(F)c1,1%,-13%,-7%,16µM*,-2%,5%,40%[activator],-10%,0%
O=S(=O)(Nc1nc2ccc(S(=O)(=O)N3CCCC3)cc2s1)c1ccc(F)cc1,?,89µM*,-2%,40µM*,-7%,-28%,?,-28%,1%
CC1(C)C2CC[C@]3(C)C(CC=C4[C@@H]5C[C@@](C)(CO)CC[C@]5(C(=O)O)CC[C@]43C)[C@@]2(C)CC[C@@H]1O (stereo not given in full),.,-5%,.,.,.,19%,25%,?,.
CCc1ccc(/C=C2\SC(=S)N(CCCC(=O)Nc3nccs3)C2=O)cc1,29%,-14%,7%,24%[59 µM],3%,0%,19%,-1%,3%
COC(=O)C1CCN(CC(=O)NC(=O)Nc2ccccc2F)CC1,.,-11%,.,.,.,-5%,-2%,0%,-5%
COc1ccc(-c2nc(-c3cccnc3)no2)cc1OC,-14%,-5%,34%,-9%,-10%,3%,24%,-5%,0%
CC(C)OCCCNC(=O)CNC(=O)c1cccs1,1%,-1%,?,-25%,-4%,-4%,15%,-7%,-11%

A portion of the library; the hit share may differ from the screen's.
